RGS4 act = potentiators or activators of RGS4. 310,000 compounds, 0.92% hits. B-score at 10 µM. HEK293 M3R/inducible RGS4, carbachol calcium flux Fluo4; active compounds read low;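 active means B-score of the integrated calcium signal more than 4 SD below the library mean, with starting fluorescence not abnormally high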;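 further: negative B-score means reduced calcium response which marks RGS4 activation or potentiation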
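test system = HEK293 cells with stable M3R and inducible RGS4 | schedule = recording 10 s baseline at 1 Hz, 100 s post-agonist | technique = Fluo4-AM (2 µM) calcium-flux fluorescence, kinetic read | measure = Agonist-evoked peak-minus-minimum fluorescence over baseline, integrated ratio, B score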
GSK3beta inhib = human GSK3beta kinase inhibition. P49841. GST-GSK3beta kinase, ADP-Glo luminescence, 60 min; active compounds read low. activity score (negative = inhibition), % at 10 µM. 300,000 compounds, 0.038% hits;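 active means more than half of replicate wells score below -50%, meaning over 50% inhibition versus plate controls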;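 further: 0% = median DMSO wells and -100% = median GW8510 positive control wells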
Target sequence (P49841 whole entry, looked up): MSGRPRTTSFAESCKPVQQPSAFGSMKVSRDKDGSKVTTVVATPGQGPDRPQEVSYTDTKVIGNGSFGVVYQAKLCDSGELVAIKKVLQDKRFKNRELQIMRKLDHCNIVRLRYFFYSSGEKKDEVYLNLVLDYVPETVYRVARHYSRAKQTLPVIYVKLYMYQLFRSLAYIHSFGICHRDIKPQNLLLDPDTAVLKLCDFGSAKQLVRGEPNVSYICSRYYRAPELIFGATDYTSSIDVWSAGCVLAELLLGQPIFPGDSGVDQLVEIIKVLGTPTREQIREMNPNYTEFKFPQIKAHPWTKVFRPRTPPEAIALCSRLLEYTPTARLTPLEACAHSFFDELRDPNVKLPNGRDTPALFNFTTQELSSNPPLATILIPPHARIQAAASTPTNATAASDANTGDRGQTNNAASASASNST
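Test system: GST-tagged human GSK3beta kinase, cell-free; evaluation: activity score scaled between in-plate DMSO and GW8510 controls; measured by: ADP-Glo luminescence; incubation: 60 min reaction, RT; benchmarks: DMSO and 20 µM GW8510; reagent: peptide substrate plus 25 µM ATP (final); medium: Tris/MgCl2 kinase buffer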
KCNQ1 act = potentiates or activates the human KCNQ1 potassium channel; P51787; CHO-K1 KCNQ1, thallium flux FluxOR fluorescence; active compounds read high; B-score at 10 µM; 310,000 compounds, 0.35% hits; AID 2648;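 active means fluorescence ratio B-score, a plate-corrected score, at least three library SD, with initial intensity B-score within 5 SD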
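Assay system: CHO-K1 cells stably expressing KCNQ1; Medium: assay buffer with matched DMSO; Also added: K+/Tl+ depolarizing stimulus; Dosing: single dose; Timing: dye 90 min, compound 20 min, room temperature; Measured by: kinetic FluxOR thallium fluorescence, 10-s 1-Hz baseline, 110-s post-stimulus read; Read-out: peak-minus-minimum fluorescence over initial fluorescence, negative-control normalized, B-scored.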
PolyA inh = inhibitors of polyadenylation in S. cerevisiae | S. cerevisiae SKY197-pL101 polyadenylation reporter, beta-gal luminescence; efflux-impaired pdr1/pdr3 knockout yeast; score 100 = 6 SD above DMSO | calls only at 12 µM | 300,000 compounds, 0.02% hits | AID 1875;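 active means lowest replicate activity score at least 50, where 100 means six control SD above control mean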;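 further: yeast exposed to compound for 9 h at 30 °C; higher score means more reporter readthrough which indicates perturbed polyadenylation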
GSK3 alpha inh = inhibitors of human GSK-3 alpha kinase. P49840. ADP-Glo luminescence, 60 min. inhibition, % at 10 µM. 320,000 compounds, 0.1% hits;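 in the data active means inhibition above about 50%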;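 further: GST-tagged GSK-3 alpha with peptide substrate and 25 µM ATP; 0% = DMSO neutral wells and 100% = GW8510 positive control wells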
KCNK3 inh = human KCNK3 channel inhibition, primary screen. O14649. CHO-KCNK3 thallium flux, FluxOR fluorescence; active compounds read low. B-score at 10 µM. 340,000 compounds, 0.84% hits. AID 602410;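 active means B-score under library mean minus 4 SD, starting fluorescence ratio at most library mean plus 5 SD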;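 further: more negative B-score means stronger inhibition of thallium flux through KCNK3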
HDAC3 inh = human HDAC3 inhibition. O15379. recombinant HDAC3, fluorogenic peptide/trypsin coupled, fluorescence. inhibition, % at 8.3 µM. 320,000 compounds, 0.15% hits; in the data active means inhibition above about 26%, passing the limit was not always enough
Target sequence (O15379 whole entry, looked up): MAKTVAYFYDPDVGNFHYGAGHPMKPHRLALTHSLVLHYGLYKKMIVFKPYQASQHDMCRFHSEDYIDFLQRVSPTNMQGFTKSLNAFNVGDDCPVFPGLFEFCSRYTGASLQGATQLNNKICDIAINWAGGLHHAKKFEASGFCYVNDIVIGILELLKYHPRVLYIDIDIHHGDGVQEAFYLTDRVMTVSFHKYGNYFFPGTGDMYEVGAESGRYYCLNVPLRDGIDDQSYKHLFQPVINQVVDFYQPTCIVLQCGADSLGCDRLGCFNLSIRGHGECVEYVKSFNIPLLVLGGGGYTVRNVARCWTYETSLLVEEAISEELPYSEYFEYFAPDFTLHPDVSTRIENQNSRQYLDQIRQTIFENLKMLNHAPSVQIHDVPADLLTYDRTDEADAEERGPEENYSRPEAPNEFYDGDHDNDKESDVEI
KCNK9 inh = blocks the human KCNK9 two-pore domain potassium channel; B-score at 10 µM; AID 488922; Q9NPC2; HEK293 KCNK9, FluxOR thallium flux fluorescence; active compounds read low; 310,000 compounds, 1.2% hits;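 active means ratio B-score over 3 SD below the library mean, with starting fluorescence within 5 SD of its mean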;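 further: negative B-score means less thallium flux so channel inhibition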
hERG protect = shields human hERG channel from block by proarrhythmic agents | Q12809 | CHO-hERG, FluxOR thallium flux, dofetilide IC70 present | activation (rescue from dofetilide block), less the hit threshold, % at 10 µM | 310,000 compounds, 0.51% hits;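 active means activation above the mean of controls blocked by dofetilide plus 5 SD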;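 further: thallium influx through hERG after potassium depolarization seen as dye fluorescence rise; in these data hits start at about 4.7%; inactives centre near -7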
DYRK1A inh = inhibitors of rat Dyrk1A kinase; Q63470; ADP-Glo luminescence, NFATc1 peptide; inhibition, % at 12.5 µM; 310,000 compounds, 0.43% hits; AID 504441; in the data active means inhibition above about 50%;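 further: plate controls were vehicle with enzyme for no effect and no enzyme for full effect; many of its hits are not listed in these tables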
KCNQ1 block = blocks the human KCNQ1 potassium channel | CHO-K1 KCNQ1, FluxOR thallium flux fluorescence; active compounds read high | 310,000 compounds, 1.3% hits | P51787 | B-score at 10 µM | AID 2642;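 active means compounds whose thallium flux B-score, printed positive for inhibition, exceeds three library SD while starting fluorescence stays within three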;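 further: channel opened by potassium depolarization with thallium stimulus after 20 min compound exposure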
Starred values were filed as active, the others as inactive; i = inactive; / = not tested or not shown. Not all compounds are listed; the hit share may differ from the screen's.

SMILES	RGS4 act	GSK3beta inhib	KCNQ1 act	PolyA inh	GSK3 alpha inh	KCNK3 inh	HDAC3 inh	KCNK9 inh	hERG protect	DYRK1A inh	KCNQ1 block
O=C1CCCCCN1CP(=O)(O)CCc1ccccc1	i	1	i	i	-1	i	-7	i	-2	-7	i
O=C(CSc1ncccn1)Nc1ccc(S(=O)(=O)N2CCCCC2)cc1	i	2	i	i	-1	i	3	i	-20	1	i
CCC(C)NC(=O)CCS(=O)(=O)c1ccc2c(c1)n(C)c(=O)c(=O)n2C (configuration not stated)	i	2	i	i	-1	i	-1	i	-1	-6	i
CC(=O)c1cccc(NC(=O)CSc2nc(N3CCCCC3)nc(N3CCCCC3)n2)c1	i	-2	i	i	5	i	4	i	0	-8	i
C=C(C)CNC(=O)c1ccc2nc(Cc3ccc(OC)cc3)oc2c1	i	0	i	i	1	i	4	i	-6	-1	i
COc1ccc(-c2cc(C)no2)cc1S(=O)(=O)N1CCCCC1	i	-2	i	i	-3	i	-4	i	-1	-1	i
O=S(=O)(c1cccc(C(F)(F)F)c1)N1CCC(CO)(CCCc2ccccc2)CC1	i	3	i	i	0	i	21	i	-10	-2	i
CC(=O)C1=C(NC(=O)c2ccccc2F)C[C@@H]2[C@H]1C2(C)C	i	3	i	i	-1	i	6	i	-12	-7	i
Cc1ccccc1NC(=S)Nc1ccc(Br)cc1	i	1	i	i	-2	i	1	i	-10	2	i
COc1ccc(-n2nc3c(c2NC(=O)Cc2cccc(C)c2)CS(=O)C3)cc1 (configuration not stated)	i	-4	i	i	-4	i	3	i	-6	0	i
CCOc1ccc(C(C)=O)cc1CSc1nnc(-c2ccncc2)n1CCOC	i	5	i	i	-2	i	3	i	-16	2	i
Cc1n[nH]c(C)c1N=Nc1ccc(Br)cc1	i	1	i	i	2	i	6	i	-15	34	i
CN(C)c1nnnn1-c1ccc(Cl)cc1	i	1	i	i	0	i	3	i	-6	-5	i
COc1cc(C=C2C(=O)c3ccccc3C2=O)cc(OC)c1	i	-2	i	i	-1	i	-1	i	-8	/	i
Cc1ccc(Nc2ccccc2)nn1	i	4	i	i	5	i	2	i	-8	0	i
CC(O)[C@H]1CN=C(N)N1CCc1cc(C(F)(F)F)cc(C(F)(F)F)c1 (some centres not stated)	i	0	i	i	1	i	-6	i	-5	2	i
CCOc1ccc(S(=O)(=O)N(C)CC(=O)NCc2ccccn2)cc1Cl	i	3	i	i	-2	i	-6	i	-8	-2	i
Cc1cc(Cl)ccc1NS(=O)(=O)c1c(C)[nH]c(=O)[nH]c1=O	i	3	i	i	-3	i	-4	i	-5	4	i
COc1ccc(N/N=C(/Oc2ccc([N+](=O)[O-])cc2)C(C)=O)cc1	i	-3	i	i	-2	i	-1	i	-9	-1	i
Cc1cc(C)c(C#N)c(N2CCC(C(N)=O)CC2)n1	i	3	i	i	-1	i	-10	i	-2	-1	i
CCCNC(=O)Cc1ncn[nH]1	i	2	i	i	-3	i	-9	i	-4	-8	i
O=C(COC(=O)c1ccc(NC(=O)C2CC=CCC2C(=O)O)cc1)c1ccccc1 (configuration not stated)	i	1	i	i	0	i	-19	i	-10	3	i
CC(=O)c1cccc(S(=O)(=O)Nc2ccc(N3CCOCC3)cc2)c1	i	-1	i	i	0	i	2	i	-3	2	i
COc1ccc(N2C(=O)CC(n3cnc4ccccc43)C2=O)cc1 (configuration not stated)	i	1	i	i	/	i	-2	i	-9	3	i
Cc1ccc(OCC(=O)O/N=C(\N)c2ccncc2)cc1C	i	1	i	i	1	i	2	i	-8	0	i
C=CCS(=O)(=O)N1CCCC(N(C)CCc2ccc(OC)c(OC)c2)C1 (configuration not stated)	i	-1	i	i	0	i	7	i	-9	-6	i
O=C(Nc1ccc2c(c1)CCC2)c1cccc(S(=O)(=O)N2CCN(c3ccc(F)cc3)CC2)c1	i	-7	i	i	/	i	4	i	-4	4	i
N#Cc1cc(-c2ccccc2)nc(Oc2ccc(Cl)cc2)n1	i	-6	i	i	4	i	-3	i	-3	-7	i
COC(=O)c1cn(CCOc2ccccc2OC)c2ccccc12	i	2	i	i	-1	i	-1	i	-11	-6	i
Cc1ccc(NC(=O)C2CCCN2C(=O)OC(C)(C)C)cc1C (configuration not stated)	i	3	i	i	0	i	-1	i	-9	0	i
O=S1(=O)N=C(Nc2ccc(O)cc2)c2ccccc21	i	-5	i	i	-3	i	-3	i	-7	10	i
Cc1ccc(S(=O)(=O)N[C@H](C(=O)OCC(=O)N2N=C(c3ccc(Cl)cc3)CC2c2ccco2)C(C)C)cc1 (some centres not stated)	i	-3	i	i	1	i	8	i	-3	-1	i
COc1ccccc1NS(=O)(=O)NC(=O)c1cn(C)c2ccccc12	i	2	i	i	-1	i	6	i	-10	/	i
Cc1cc(N2CCCC2)ccc1NC(=O)CN1C(=O)NC2(CCCCC2)C1=O	i	-2	i	i	-3	i	4	i	-13	1	i
CCN=C1SC(C(=O)Nc2cccc(C(=O)O)c2)CC(=O)N1CC (configuration not stated)	i	1	i	i	-2	i	-1	i	-14	-3	i
Cc1ccc(-c2ccc(S(=O)(=O)N3CC(C)OC(C)C3)cc2)cc1 (configuration not stated)	i	0	i	i	-1	i	-2	i	-5	-8	i
CC(=O)N1CCCc2cc(S(=O)(=O)N3CCN(c4ccccn4)CC3)ccc21	i	-3	i	i	2	i	-3	i	-5	-9	i
COc1ccc(CNC(=O)CN2CCN(c3ccccc3)CC2)cc1	i	0	i	i	3	i	2	i	-4	1	i
Cc1sc(CO)c(Sc2ccccc2)c1C(=O)O	i	2	i	i	-1	/	2	i	-5	/	i
CC(C)c1ccc2nc(N)sc2c1	i	1	i	i	-7	i	-2	i	-12	1	i

Quoted at random: 3 records from the list.
SMILES	RGS4 act	GSK3beta inhib	KCNQ1 act	PolyA inh	GSK3 alpha inh	KCNK3 inh	HDAC3 inh	KCNK9 inh	hERG protect	DYRK1A inh	KCNQ1 block
COc1cc(C=C2C(=O)c3ccccc3C2=O)cc(OC)c1	i	-2	i	i	-1	i	-1	i	-8	/	i
Cc1cc(N2CCCC2)ccc1NC(=O)CN1C(=O)NC2(CCCCC2)C1=O	i	-2	i	i	-3	i	4	i	-13	1	i
CCOc1ccc(S(=O)(=O)N(C)CC(=O)NCc2ccccn2)cc1Cl	i	3	i	i	-2	i	-6	i	-8	-2	i

Carrying on:
SMILES	RGS4 act	GSK3beta inhib	KCNQ1 act	PolyA inh	GSK3 alpha inh	KCNK3 inh	HDAC3 inh	KCNK9 inh	hERG protect	DYRK1A inh	KCNQ1 block
Cc1ccc(-c2nnc(N3CCN(C(=O)Cn4c(=O)n(C)c5ccccc54)CC3)c3ccccc23)cc1	i	0	i	i	-1	i	7	i	-13	-8	i
O=C1NCC(CN(c2ccccc2)c2ccccc2)O1 (configuration not stated)	i	-6	i	i	3	i	0	i	-12	4	i
C=C1CCN(c2ccc(C(=O)NCc3ccc(C)cc3)cc2[N+](=O)[O-])CC1	i	-17	14*	i	/	i	9	i	-10	8	i
COc1cc(NC(=O)Nc2ccccc2)c(OC)cc1NC(=O)CN1CCCCC1	i	2	i	i	1	i	7	i	-5	5	i

Entries of single compounds as entered above:
`COc1cc(NC(=O)Nc2ccccc2)c(OC)cc1NC(=O)CN1CCCCC1` is listed with RGS4 act = i; GSK3beta inhib = 2; KCNQ1 act = i; PolyA inh = i; GSK3 alpha inh = 1; KCNK3 inh = i; HDAC3 inh = 7; KCNK9 inh = i; hERG protect = -5; DYRK1A inh = 5; KCNQ1 block = i
`O=C1NCC(CN(c2ccccc2)c2ccccc2)O1` (configuration not stated) is listed with RGS4 act = i; GSK3beta inhib = -6; KCNQ1 act = i; PolyA inh = i; GSK3 alpha inh = 3; KCNK3 inh = i; HDAC3 inh = 0; KCNK9 inh = i; hERG protect = -12; DYRK1A inh = 4; KCNQ1 block = i

From PubChem
